PKA-R1A activ = activators of PKA-R1A complex; P00514+P68181; PKA-R1A dissociation, Cy5-IP20 fluorescence polarization; scaled: DMSO 0%, 113 µM cGMP 100%; activation, % at 11.4 µM; 340,000 tested, 0.083% active;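 active = percent activation above the mean of all tested compounds plus 3 SD, cut at about 19% in these data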;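 also: higher means more PKAc released from R1A so a rise in polarization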
Tat export inh = E. coli Tat transport inhibition. E. coli MC4100 TorA-mCherry Tat export, fluorescence. inhibition, % at 10 µM. 340,000 tested, 0.036% active;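 active = mean replicate inhibition at least 50% and at least half of replicates individually reaching 50%; inconclusive = only one of the two criteria met; inactive = neither criterion met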;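 also: exported cargo escapes ClpAP degradation while cytoplasmic cargo is degraded and loses fluorescence; 0% = median of neutral control wells and 100% = median of NaSCN control wells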
Ecoli viability = reduces bacterial viability in AddAB counter-screen. 330,000 tested, 0.27% active. inhibition, % at 11.9 µM. E. coli V3065 growth, OD600 absorbance, 18 h;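 active = inhibition above the campaign's mean inhibition across all tested compounds plus 3 SD, cut at about 9.9% in these data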;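 also: uninfected addAB+ strain grown without phage in ampicillin broth; 0% = DMSO wells and 100% = ciprofloxacin 0.95 µg/ml wells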
PKA-R2B act = activates the human PKA-R2B holoenzyme complex | P22694+P31323 | PKA-R2B holoenzyme dissociation, Cy5-IP20 fluorescence polarization; R2B truncated from residue 108, S112A mutant; 0% DMSO only, 100% 113 µM cGMP | activation, % at 11.4 µM | 340,000 tested, 0.079% active | AID 504700;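 active = activation above a cutoff set at the mean over all compounds plus 3 SD, cut at about 18% in these data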;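 also: higher means more holoenzyme dissociation and a rise in polarization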
CDK5 p35 inh = CDK5/p35 (human) kinase inhibition; Recombinant CDK5/p35, ADP-Glo luminescence, 60 min; inhibition, % at 10 µM; 330,000 tested, 0.01% active;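 active = highest replicate inhibition of at least 50% and at least 75% of replicates reaching 50%; inconclusive = only one of the two criteria met; inactive = both criteria failed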;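 also: plate controls were DMSO neutral control for no effect and GW8510 at 10 µM for full effect; many of its hits are not listed in these tables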
Target sequence (Q00535 whole entry, looked up): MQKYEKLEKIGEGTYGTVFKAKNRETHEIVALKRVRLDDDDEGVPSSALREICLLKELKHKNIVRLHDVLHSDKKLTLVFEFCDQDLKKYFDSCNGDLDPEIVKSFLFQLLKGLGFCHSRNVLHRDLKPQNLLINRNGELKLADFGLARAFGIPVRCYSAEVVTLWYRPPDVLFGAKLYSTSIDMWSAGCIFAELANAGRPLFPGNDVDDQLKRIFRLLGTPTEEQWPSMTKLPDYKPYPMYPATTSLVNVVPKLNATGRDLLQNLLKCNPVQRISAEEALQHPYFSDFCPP
Target sequence (Q15078 whole entry, looked up): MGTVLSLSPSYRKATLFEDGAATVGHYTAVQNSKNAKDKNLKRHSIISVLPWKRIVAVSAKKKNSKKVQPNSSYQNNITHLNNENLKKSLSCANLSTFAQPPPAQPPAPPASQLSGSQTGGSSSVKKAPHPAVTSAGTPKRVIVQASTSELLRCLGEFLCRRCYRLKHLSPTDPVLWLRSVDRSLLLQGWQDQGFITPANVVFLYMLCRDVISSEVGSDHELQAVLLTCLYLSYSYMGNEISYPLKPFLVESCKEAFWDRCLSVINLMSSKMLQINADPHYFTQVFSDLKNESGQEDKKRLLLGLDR
phage Ecoli inh = E. coli growth loss with phage present; AID 651602; 360,000 tested, 0.26% active; growth absorbance; inhibition, % at 11.9 µM; in the data active = inhibition above about 11%
DAGLB inhibitor = diacylglycerol lipase beta (human) inhibition; Q8NCG7; HEK293T DAGLB membrane lysate, EnzChek fluorogenic substrate; inhibition, % at 5.17 µM; 340,000 tested, 0.059% active; AID 504411; in the data active = inhibition above about 34%;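 also: 0% = enzyme with vehicle and 100% = wells lacking enzyme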
HTR5A inv ctr = counter-screen for OPRM1-OPRD1 inverse agonists: human HTR5A inverse agonism; P47898; HTR5A cell line, luminescence; inhibition, % at 9.3 µM; 340,000 tested, 0.083% active; AID 504634; in the data active = inhibition mostly above about 23%, no sharp cut-off; inactive = mostly below about 18%;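 also: 0% = cells with DMSO and 100% = no-cell wells with DMSO; some compounds called inactive have numbers as strong as hits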
Target sequence (P47898 whole entry, looked up): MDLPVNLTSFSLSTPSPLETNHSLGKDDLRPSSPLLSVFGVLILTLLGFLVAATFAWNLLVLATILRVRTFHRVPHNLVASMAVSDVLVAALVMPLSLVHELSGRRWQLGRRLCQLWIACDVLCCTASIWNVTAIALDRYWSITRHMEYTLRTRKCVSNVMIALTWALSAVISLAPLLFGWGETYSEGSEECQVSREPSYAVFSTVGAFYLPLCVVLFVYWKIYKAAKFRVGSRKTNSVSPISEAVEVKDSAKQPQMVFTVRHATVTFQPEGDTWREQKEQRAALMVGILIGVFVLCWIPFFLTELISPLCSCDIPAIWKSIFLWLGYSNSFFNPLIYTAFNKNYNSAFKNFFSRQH
Mot1-301 SUMO = blocks SUMOylation pathway, rescuing yeast Mot1-301 growth. S. cerevisiae Mot1-301 growth rescue, ATP luminescence, 38.5C; percent above DMSO median, 100 means doubled. growth rescue, % at 18.8 µM. 320,000 tested, 1% active;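 active = every valid replicate shows activation above 250% relative to neutral control wells; inactive = the rest, any valid replicate at or below 250%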;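 also: OY570 slx delta 5 strain wells were the positive control but not used for scaling; some compounds called inactive have numbers as strong as hits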
AddAB inh = less growth of phage-infected E. coli with AddAB | E. coli expressing H. pylori AddAB, absorbance growth | inhibition, % at 11.9 µM | 330,000 tested, 0.29% active; in the data active = inhibition above about 12%;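 also: 0% = vehicle wells of infected cells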
HTR5A ag = HTR5A agonism, opioid heterodimer counter-screen; activation, % at 9.3 µM; 340,000 tested, 0.61% active; P47898; AID 504692; HTR5A agonist assay, luminescence, cell-based; in the data active = activation mostly above about 9.5%, no sharp cut-off; inactive = mostly below about 7.6%;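 also: 0% = cells with vehicle only and 100% = reference agonist; strong numbers were not always called active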
Active calls of the source: *. Hits appear at their usual frequency; overall some 2.3% were active at least once.

For O=C(NC12CC3CC(CC(C3)C1)C2)c1ccc(-c2ccc(Br)cc2)o1 the results were PKA-R1A activ -7, Tat export inh 3, Ecoli viability 0.9, PKA-R2B act -13, CDK5 p35 inh 2.5, phage Ecoli inh 1.6, DAGLB inhibitor -16, HTR5A inv ctr 13, Mot1-301 SUMO -23, AddAB inh 1.0 and HTR5A ag -5.
`CCOc1ccc(Nc2cc(Nc3ccccc3OCC)nc(C=C(C#N)C#N)n2)cc1` gave PKA-R1A activ 3, Tat export inh 5, Ecoli viability -0.9, PKA-R2B act -7, CDK5 p35 inh -10, phage Ecoli inh 2.1, DAGLB inhibitor 1, HTR5A inv ctr -33, Mot1-301 SUMO -18, AddAB inh 0.1 and HTR5A ag -2.
Screening CCOC(=O)C(NC(=O)NCc1ccccc1)(OCC)C(F)(F)F (stereo not given) returned PKA-R1A activ -7, Tat export inh -4, Ecoli viability 0.4, PKA-R2B act -5, phage Ecoli inh 1.6, DAGLB inhibitor 2, HTR5A inv ctr 10, Mot1-301 SUMO -4, AddAB inh -1.5 and HTR5A ag 1.
`Nn1c(SCC(=O)N2CCCCCC2)nnc1-c1ccco1` gave PKA-R1A activ -5, Tat export inh 0, Ecoli viability -2.5, PKA-R2B act -6, CDK5 p35 inh -0.2, phage Ecoli inh 4.8, DAGLB inhibitor 1, HTR5A inv ctr -3, Mot1-301 SUMO -2, AddAB inh -0.1 and HTR5A ag 0.
O=C(NCCS(=O)c1ccc(Cl)cc1)c1cccc(Cl)c1 (stereo not given) was read as Tat export inh -7, Ecoli viability -2.5, CDK5 p35 inh -0.5, phage Ecoli inh 2.6, Mot1-301 SUMO 2 and AddAB inh -2.1.
Screening COc1ccccc1CNS(=O)(=O)CC12CCC(CC1=O)C2(C)C (stereo not given) returned PKA-R1A activ -4, Tat export inh -8, Ecoli viability 1.1, PKA-R2B act -7, CDK5 p35 inh -0.8, phage Ecoli inh -4.5, DAGLB inhibitor -3, HTR5A inv ctr 13, Mot1-301 SUMO 3, AddAB inh 4.0 and HTR5A ag -5.
Screening CC(C)(/C=N/O)/[N+]([O-])=C/c1ccccc1 returned Tat export inh -12, Ecoli viability 0.5, CDK5 p35 inh -1.2, phage Ecoli inh 0.6, Mot1-301 SUMO 12 and AddAB inh 3.3.
`O=C(Nc1ccc(CSc2ccccc2)cc1)c1ccccc1` gave PKA-R1A activ -11, Tat export inh 1, Ecoli viability 0.0, PKA-R2B act 1, CDK5 p35 inh 0.3, phage Ecoli inh 4.7, DAGLB inhibitor -1, HTR5A inv ctr -4, Mot1-301 SUMO -22, AddAB inh 0.7 and HTR5A ag 2.
For N#Cc1ccc2ccn(CC(=O)NCc3ccco3)c2c1 the results were PKA-R1A activ -9, Tat export inh 0, Ecoli viability -0.3, PKA-R2B act 4, CDK5 p35 inh 2.3, phage Ecoli inh 2.6, DAGLB inhibitor 1, HTR5A inv ctr -15, Mot1-301 SUMO 0, AddAB inh -2.1 and HTR5A ag 7.
Screening O=C(Nc1ccccn1)C1COc2ccccc2O1 (stereo not given) returned PKA-R1A activ 5, Tat export inh 4, Ecoli viability 0.9, PKA-R2B act -6, CDK5 p35 inh 3.1, phage Ecoli inh 0.7, DAGLB inhibitor -4, HTR5A inv ctr -32, Mot1-301 SUMO -6, AddAB inh 2.0 and HTR5A ag 13.
O=C(CSc1nnc(-c2ccccc2)n1C1CCCCC1)N1CCCC1 was read as PKA-R1A activ 0, Tat export inh inconclusive, Ecoli viability 1.6, PKA-R2B act -3, CDK5 p35 inh 1.7, phage Ecoli inh 2.0, DAGLB inhibitor 3, HTR5A inv ctr -23, Mot1-301 SUMO -14, AddAB inh 2.3 and HTR5A ag 10.
O=C(c1cnn2ccccc12)N(Cc1ccco1)C1CCCC1 was read as PKA-R1A activ 1, Tat export inh -4, Ecoli viability 1.5, PKA-R2B act -7, CDK5 p35 inh 0.7, phage Ecoli inh 2.8, DAGLB inhibitor -1, HTR5A inv ctr -15, Mot1-301 SUMO -7, AddAB inh 1.2 and HTR5A ag 5.
O=C(C1=C[C@H](c2ccccc2)C[C@H](OCCCCO)O1)N1CCN(Cc2ccc3c(c2)OCO3)CC1 was read as PKA-R1A activ 0, Tat export inh -6, Ecoli viability 0.6, PKA-R2B act -2, CDK5 p35 inh -1.2, phage Ecoli inh -0.8, DAGLB inhibitor -1, HTR5A inv ctr 13, Mot1-301 SUMO 7, AddAB inh 3.7 and HTR5A ag -5.
`Clc1ccc(CSc2nnc(-c3ccncc3)s2)cc1` gave PKA-R1A activ 1, Tat export inh -16, Ecoli viability -0.7, PKA-R2B act -13, CDK5 p35 inh 2.5, phage Ecoli inh -0.1, DAGLB inhibitor -3, HTR5A inv ctr -17, Mot1-301 SUMO -16, AddAB inh -1.0 and HTR5A ag 2.
CCOc1ccccc1NC(=S)NC(=O)CCc1ccccc1 was read as PKA-R1A activ -1, Tat export inh 2, PKA-R2B act -7, CDK5 p35 inh -0.4, phage Ecoli inh -1.6, DAGLB inhibitor -19, HTR5A inv ctr -11 and HTR5A ag 4.
For CCCOc1cccc(C(=O)NC(=S)Nc2ccc(N3CCN(C)CC3)cc2)c1 the results were Tat export inh 1, Ecoli viability 1.1, CDK5 p35 inh -0.2, phage Ecoli inh 3.8, Mot1-301 SUMO 232 and AddAB inh 2.4.
For CCOc1ccc(CCNC(=O)COC(=O)CNC(=O)c2ccc(Br)o2)cc1OCC the results were PKA-R1A activ -7, Tat export inh -6, Ecoli viability 0.1, PKA-R2B act -2, CDK5 p35 inh -0.4, phage Ecoli inh -1.0, DAGLB inhibitor 1, HTR5A inv ctr 7, Mot1-301 SUMO -16, AddAB inh 0.9 and HTR5A ag -3.
`O=C(Nc1cccc2ncccc12)c1ccc(-c2ccc(Cl)cc2Cl)o1` gave PKA-R1A activ 8, Tat export inh -9, Ecoli viability -0.8, PKA-R2B act -11, CDK5 p35 inh -0.8, phage Ecoli inh 0.4, DAGLB inhibitor -9, HTR5A inv ctr -68, Mot1-301 SUMO -7, AddAB inh 0.3 and HTR5A ag 9.
Screening Cc1ccccc1N(C(=O)Cc1cccs1)C(C(=O)NC1CCCCC1)c1cn(C)nc1C (stereo not given) returned PKA-R1A activ -4, Tat export inh -10, Ecoli viability -1.4, PKA-R2B act -3, CDK5 p35 inh -1.0, phage Ecoli inh 0.4, DAGLB inhibitor 1, HTR5A inv ctr 16, AddAB inh -1.1 and HTR5A ag -5.
For COc1ccc(NC(=O)CSc2nc3ccccc3nc2N2CCOCC2)cc1 the results were PKA-R1A activ 3, Tat export inh 10, Ecoli viability 1.6, PKA-R2B act 0, CDK5 p35 inh -0.4, phage Ecoli inh 2.4, DAGLB inhibitor -2, HTR5A inv ctr 2, Mot1-301 SUMO -9, AddAB inh -1.0 and HTR5A ag -4.
For Clc1cccc(-c2ccc(-c3nc4ccccn4c3NCc3ccccc3)cc2)c1 the results were PKA-R1A activ -1, Tat export inh 9, Ecoli viability 2.0, PKA-R2B act 5, CDK5 p35 inh 1.4, phage Ecoli inh 3.6, DAGLB inhibitor -1, HTR5A inv ctr -2, AddAB inh 1.9 and HTR5A ag 12.
For COc1ccc(Cl)cc1NC(=S)NNC(=O)c1cccs1 the results were PKA-R1A activ -3, Tat export inh -9, Ecoli viability 3.9, PKA-R2B act -9, CDK5 p35 inh 0.4, phage Ecoli inh 3.5, DAGLB inhibitor 5, HTR5A inv ctr 3, Mot1-301 SUMO -5, AddAB inh 5.5 and HTR5A ag -1.
`CC(C)(C)NC(=O)CC1C[C@H](C(=O)N2CCCCC2)[C@@]2(C)c3[nH]c4ccccc4c3CCN2C1=O` (stereo not given in full) gave PKA-R1A activ -12, Tat export inh 3, Ecoli viability -0.5, PKA-R2B act -1, CDK5 p35 inh 0.7, phage Ecoli inh 2.5, DAGLB inhibitor -2, HTR5A inv ctr 6, Mot1-301 SUMO 3, AddAB inh 4.4 and HTR5A ag -2.
`O=C(NCCCNC(=O)c1ccco1)c1cccc(F)c1` gave PKA-R1A activ 3, Tat export inh 0, Ecoli viability 0.7, PKA-R2B act -1, CDK5 p35 inh -0.6, phage Ecoli inh 0.6, DAGLB inhibitor 0, HTR5A inv ctr 13, Mot1-301 SUMO -7, AddAB inh 2.5 and HTR5A ag -5.
For CC(C)n1c(N2CCN(C(=O)Nc3ccc(F)cc3F)CC2)nc2ccccc21 the results were PKA-R1A activ -6, Tat export inh -2, Ecoli viability -3.5, PKA-R2B act -10, CDK5 p35 inh -1.9, phage Ecoli inh 4.6, DAGLB inhibitor 2, HTR5A inv ctr 18, Mot1-301 SUMO -15, AddAB inh 3.0 and HTR5A ag 1.
CCOC(=O)[C@H]1[C@H]2COc3ccccc3[C@@H]2N2C(=O)c3cc(Cl)ccc3NC(=O)[C@@]12C was read as PKA-R1A activ -19, Tat export inh -1, Ecoli viability 2.0, PKA-R2B act -14, CDK5 p35 inh -1.5, phage Ecoli inh 3.5, DAGLB inhibitor 0, HTR5A inv ctr -6, Mot1-301 SUMO 28, AddAB inh 3.5 and HTR5A ag 2.
`CNC(=O)c1c(NC(=O)CCS(=O)(=O)c2ccc(Cl)cc2)sc2c1CCN(C(=O)OC)C2` gave PKA-R1A activ -7, Tat export inh 3, Ecoli viability -3.2, PKA-R2B act 0, CDK5 p35 inh -0.8, phage Ecoli inh 2.1, DAGLB inhibitor 1, HTR5A inv ctr -9, Mot1-301 SUMO 15, AddAB inh 2.4 and HTR5A ag 3.
`CCOC(=O)c1cnc2ccc(C(=O)OC)cc2c1NCCN1CCOCC1` gave PKA-R1A activ -7, Tat export inh -2, Ecoli viability -1.2, PKA-R2B act -7, CDK5 p35 inh -0.5, phage Ecoli inh 0.5, DAGLB inhibitor -4, HTR5A inv ctr -7, Mot1-301 SUMO 8, AddAB inh 1.4 and HTR5A ag 3.
`O=C(N/N=C/c1ccoc1)c1ccccc1F` gave PKA-R1A activ 8, Tat export inh -3, Ecoli viability 1.4, PKA-R2B act -1, CDK5 p35 inh -0.3, phage Ecoli inh 0.4, DAGLB inhibitor 1, HTR5A inv ctr 23, Mot1-301 SUMO -10, AddAB inh 1.4 and HTR5A ag 0.
Screening Cc1sc2nc(C(C)(C)C)oc(=O)c2c1C returned PKA-R1A activ 3, Tat export inh -1, Ecoli viability -1.2, PKA-R2B act 6, CDK5 p35 inh -1.4, DAGLB inhibitor -4, HTR5A inv ctr -23, Mot1-301 SUMO -5, AddAB inh 0.7 and HTR5A ag -4.
Screening Cc1c(Br)cnn1C(C)C(=O)N1CCN(c2ccccc2F)CC1 (stereo not given) returned PKA-R1A activ 2, Tat export inh 4, Ecoli viability 1.6, PKA-R2B act 6, CDK5 p35 inh -0.9, phage Ecoli inh 0.1, DAGLB inhibitor 0, HTR5A inv ctr -4, Mot1-301 SUMO -4, AddAB inh -0.9 and HTR5A ag 1.
`CCOC(=O)N1CCC(Nc2c(Nc3cccc(CC)c3)c(=O)c2=O)CC1` gave PKA-R1A activ -1, Tat export inh 0, Ecoli viability 0.7, PKA-R2B act 8, CDK5 p35 inh -0.4, phage Ecoli inh 2.8, DAGLB inhibitor 3, HTR5A inv ctr -7, Mot1-301 SUMO -9, AddAB inh 1.6 and HTR5A ag 1.

High-throughput results (PubChem BioAssay)
